Screens (PubChem BioAssay)
APE1 inh: qHTS Assay for Inhibitors of the Human Apurinic/apyrimidinic Endonuclease 1 (APE1); DNA repair nuclease/redox regulator APEX1 (Homo sapiens), P27695; recombinant APE1, TAMRA/BHQ-2 abasic DNA cleavage fluorescence; Potency, µM (doses to about 65.8 µM), for the others: top-dose activity change, negative = inhibition, hits mostly inhibitors; hit rate 0.35% among 350,000; AID 2517, 2012;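 also: potency is read from the fitted curve at half-maximal effect; plate controls were vehicle for no effect and reference inhibitor for full effect; nearly all actives have a fitted effect of over 55% in size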
Target sequence (P27695 whole entry, looked up): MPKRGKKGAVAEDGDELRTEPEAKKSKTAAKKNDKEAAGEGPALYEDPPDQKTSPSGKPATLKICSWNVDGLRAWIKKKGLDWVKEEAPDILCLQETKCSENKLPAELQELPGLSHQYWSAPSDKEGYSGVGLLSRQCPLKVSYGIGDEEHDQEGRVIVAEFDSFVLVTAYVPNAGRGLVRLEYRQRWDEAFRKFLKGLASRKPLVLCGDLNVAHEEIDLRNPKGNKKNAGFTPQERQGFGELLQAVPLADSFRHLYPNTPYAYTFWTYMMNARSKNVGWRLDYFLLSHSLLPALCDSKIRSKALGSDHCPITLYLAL
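APE1 at 0.75 nM final was preincubated with compound 15 min at room temperature, then 50 nM double-stranded THF abasic-site substrate (5'-TAMRA/3'-BHQ-2) was added. Fluorescence (ex 525/em 598 nm) was read kinetically; third-minus-first read gave activity.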
POLH inh: qHTS for Inhibitors of Polymerase Eta; DNA polymerase eta (Homo sapiens), Q9Y253; recombinant Pol eta, fluorescent DNA replication assay; Potency, µM (titrated, usually from 114 µM), for inactives: at the highest dose activity change, negative = inhibition, most hits filed as inhibitors; hit rate 1.2% among 390,000; AID 588591, 2011; also: potency is read from the fitted curve at half-maximal effect; % is scaled to controls: 0 for no effect and ±100 for the full control effect
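Pol eta at 10 nM preincubated with compounds 15 min at room temperature; reaction started with fluorescent substrate (50 nM final) and read kinetically at 0 and 10 min.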
LDHA block: qHTS assay for inhibitors of human lactate dehydrogenase; hit rate 0.15% among 480,000; purified LDHA, NADH/diaphorase-resazurin fluorescence; hits give low values; AID 1347041, 2019; activity change, % (values are at about 110 or 230 µM); L-lactate dehydrogenase A chain (Homo sapiens), P00338; in the data active = activity change below about -30%; inconclusive = mostly about -25% to -30%;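 also: plate controls were DMSO wells for no effect and wells without enzyme for full effect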
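Human LDH5 at 2 nM final in Tris HCl pH 7.4 with 0.06 mM NADH and 0.2 mM pyruvate, reacted 5 minutes at room temperature. Remaining NADH coupled via diaphorase/resazurin; resorufin fluorescence read at 0 and 20 minutes, normalized to enzyme-free and DMSO wells.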
Pol iota inh: qHTS for Inhibitors of Polymerase Iota; Potency, µM (series often up to 115 µM), inactives show top-dose activity, negative = inhibition, hits mostly inhibitors; Pol iota fluorescent replication assay, 10 min; hit rate 1% among 390,000; DNA polymerase iota (Homo sapiens), Q9UNA4; also: potency is read from the fitted curve at half-maximal effect
Target sequence (Q9UNA4 whole entry, looked up): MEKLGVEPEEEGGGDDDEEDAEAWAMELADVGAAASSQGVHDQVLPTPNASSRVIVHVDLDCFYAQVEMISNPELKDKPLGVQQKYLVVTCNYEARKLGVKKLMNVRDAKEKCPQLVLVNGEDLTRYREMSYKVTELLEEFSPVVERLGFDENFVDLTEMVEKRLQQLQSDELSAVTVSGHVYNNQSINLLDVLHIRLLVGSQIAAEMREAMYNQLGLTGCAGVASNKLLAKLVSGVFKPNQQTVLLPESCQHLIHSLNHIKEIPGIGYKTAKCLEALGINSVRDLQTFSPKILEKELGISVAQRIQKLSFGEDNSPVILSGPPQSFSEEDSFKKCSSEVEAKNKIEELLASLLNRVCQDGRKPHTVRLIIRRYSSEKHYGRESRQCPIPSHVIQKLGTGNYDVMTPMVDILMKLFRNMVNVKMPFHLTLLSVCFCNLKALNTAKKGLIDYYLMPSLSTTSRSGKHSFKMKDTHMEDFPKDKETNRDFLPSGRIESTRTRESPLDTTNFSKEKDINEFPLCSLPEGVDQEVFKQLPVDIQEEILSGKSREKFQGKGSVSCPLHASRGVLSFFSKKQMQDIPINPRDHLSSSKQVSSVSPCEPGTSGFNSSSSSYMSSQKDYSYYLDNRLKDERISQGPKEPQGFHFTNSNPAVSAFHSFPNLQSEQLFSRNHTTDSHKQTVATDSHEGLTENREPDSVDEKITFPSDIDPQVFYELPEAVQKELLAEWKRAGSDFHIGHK
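Pol iota at 10 nM preincubated 15 min with compounds at room temperature; reaction started with fluorescent substrate, 50 nM final. Fluorescence read kinetically at 0 and 10 min; buffer-only wells as negative control.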
Glioma ERSR ind: qHTS for Inducers of the Endoplasmic Reticulum Stress Response (ERSR) in Human Glioma: qHTS; U87-MG GRP78 promoter luciferase reporter, 16 h; Potency, µM, without a hit: at the top dose activation, actives largely listed as activators; hit rate 0.02% among 420,000; also: potency is read from the fitted curve at half-maximal effect; series mostly up to about 76 µM; % of control where 0% means no effect; nearly all actives have a fitted effect of over 35% in size
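Stably transfected U87-MG glioma cells carrying a GRP78-based luciferase sensor; 16 h compound incubation. Luminescence end-point read 10 min after Bright-Glo addition at room temperature.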
Anesthetic bind: qHTS Assay for Identification of Novel General Anesthetics; Ferritin light chain (Equus caballus), P02791; apoferritin/1-aminoanthracene competitive binding, fluorescence; Potency, µM (doses to about 77.5 µM), for the others: at the top dose activity change, negative = displacement, usual class: inhibitors; hit rate 0.074% among 350,000; AID 485281, 2010; also: potency is read from the fitted curve at half-maximal effect; % is scaled to controls: 0 for no effect and ±100 for the full control effect; nearly all actives have a fitted effect of over 20% in size
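Steps: apoferritin (10 uM) was premixed with half-saturated 1-AMA in PBS, compounds were pin-transferred, plates stood 10 min at room temperature, fluorescence was read at 380/535 nm, and curves were fitted with a Hill equation.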
Pol kappa inh: qHTS for Inhibitors of Polymerase Kappa; AID 588579, 2011; Potency, µM (highest dose often 107 µM), without a hit: top-dose activity, negative = inhibition, usual class: inhibitors; hit rate 0.53% among 400,000; DNA polymerase kappa (Homo sapiens), Q9UBT6; purified Pol kappa, fluorescent DNA synthesis assay, 10 min; also: potency is read from the fitted curve at half-maximal effect; % is scaled to controls: 0 for no effect and ±100 for the full control effect
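Pol kappa 10 nM + cpd, 15 min RT; start w/ substrate 50 nM final; fluorescence kinetic read, 0 and 10 min. Neg ctrl: buffer, no enzyme.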
POLB inh: qHTS Assay for Inhibitors of DNA Polymerase Beta | P06746 | Pol beta primer extension/strand displacement, fluorescence kinetic | Potency, µM (series often up to 114 µM), for the others: at the highest dose activity change, negative = inhibition, usual class: inhibitors | hit rate 1.3% among 340,000 | AID 485314, 2010; also: potency is read from the fitted curve at half-maximal effect; % is scaled to controls: 0 for no effect and ±100 for the full control effect
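Enzyme-only controls used 10 nM Pol beta; buffer lacking enzyme served as negative control. Compound preincubated 15 min, then 50 nM substrate added; 0 and 10 min reads at room temperature.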
BLM inh: qHTS Assay for Inhibitors of Bloom's syndrome helicase (BLM) | RecQ-like DNA helicase BLM (Homo sapiens), P54132 | recombinant BLM DNA unwinding, fluorescence dequenching | Potency, µM (top dose mostly 56.1 µM), inactives show top-dose activity change, negative = inhibition, hits mostly inhibitors | hit rate 0.2% among 350,000 | AID 2528, 2010;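 also: potency is read from the fitted curve at half-maximal effect; plate controls were vehicle for no effect and no enzyme for full effect; nearly all actives have a fitted effect of over 35% in size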
An asterisk follows results filed as active; ? = inconclusive; nt = not tested or not shown; [ ] = another dose, or the depositor's remark. Unless noted, calls follow the shape of the dose curve; as a rule, active = well fitted curve in the direction sought with a large enough effect; inconclusive = small, poorly fitted or top-dose-only effect, or another doubt; inactive = no such curve, though single readings can be large; an effect the other way counts as inactive or inconclusive.

Screens in order – APE1 inh | Pol kappa inh | Glioma ERSR ind | Pol iota inh | Anesthetic bind | POLB inh | BLM inh | LDHA block | POLH inh
1: COc1ccc2c(ccc[n+]2CC(=O)c2ccc(C)cc2)c1
 : -4.8% | -19.5% | -1.4% | 160.5%[activator] | -10.7% | 12.5% | -11.6% | -7.9 | -10.0%
2: COc1ccccc1C(=O)C1CCCN(Cc2ccc3c(c2)OCCO3)C1 (configuration not stated)
 : 4.2% | -2.7% | -3.5% | 46.7%[activator] | -14.6% | 0.6% | -0.6% | 2.1 | -16.1%
3: O=C(Cc1c[nH]c2ccccc12)NCc1ccc(Cl)cc1Cl
 : -7.0% | -4.4%[60.1 µM] | 1.1% | 1.8% | -13.4% | 14.3% | -4.6% | -1.1 | -3.6%
4: Cc1ccccc1N1CCN(C2CCCN(C(=O)c3noc4c3CCCC4)C2)CC1 (configuration not stated)
 : 32.8% | -6.5% | -5.3% | -2.9% | ? | 1.2% | 0.1% | -5.4 | -15.1%
5: COC(=O)CNc1nc(C2CC2)nc2c1nnn2Cc1ccccc1Cl
 : 1.5% | -3.6% | -1.8% | 35.5%[activator] | -2.4% | 4.3% | -0.4% | -2.7 | -13.5%
6: CCOC(=O)Cc1nc2nc(C)cc(C)n2n1
 : -1.7% | -6.6% | 7.8% | 115.3%[activator] | -2.4% | 21.0% | -1.0% | -4.8 | -18.0%
7: O=C(Cn1c(=S)nc2ccccn21)N1CCc2ccccc2C1
 : -0.5% | -5.1% | 1.4% | ? | -0.5% | ? | -3.6% | 0.0 | -10.9%
8: CN(CC(=O)Nc1ccc(Cl)cc1)C(=O)c1cc(-c2cccs2)nn1-c1ccccc1
 : -16.8% | -7.9% | -2.6% | 2.1% | nt | nt | nt | -1.7 | -19.2%
9: Cc1cc(C)n(CCCN2CCC(C(=O)Nc3cccc(-c4cccc(F)c4)c3)CC2)n1
 : -8.5% | -23.8% | -4.0% | 11.2% | -17.9% | -10.7% | -5.3% | -2.2 | -17.4%
10: COc1ccc(N=C2NC(=O)C(CC(=O)NCCc3ccc(OC)c(OC)c3)S2)cc1 (configuration not stated)
 : -2.7% | -1.5% | -2.1% | ? | -6.8% | 10.1% | 0.0% | -1.6 | -12.0%
11: Cc1ccc(C)c(Cn2c(O)c(N=NC(=S)Nc3ccccc3F)c3ccccc32)c1
 : -2.7% | 0.6% | 2.1% | 6.0% | -17.0% | -6.8% | -6.0% | 0.3 | -7.7%
12: CN(C(=O)CSc1nc(N)c2c3c(sc2n1)CSC(C)(C)C3)c1ccccc1
 : -3.7% | -2.5% | -4.3% | 8.9% | -12.9% | 3.6% | -4.0% | -3.3 | -12.6%
13: COc1ccc(-n2c(C)nnc2SCC(=O)Nc2ccccc2F)cc1
 : -4.6% | -11.4% | 2.0% | 40.6%[activator] | -5.5% | 88.5% | 0.6% | -1.5 | -13.2%
14: COCCCn1c(SCC(=O)NCc2ccccc2)nc2c(sc3ccccc32)c1=O
 : nt | -7.8%[60.1 µM] | 4.1% | -10.3% | -2.8% | 22.7% | -8.1% | -3.3 | 7.6%
15: CCOc1ccc(-c2cc(C(=O)N3CCN(c4cccc(C(F)(F)F)c4)CC3)c3ccccc3n2)cc1
 : nt | -5.4%[60.1 µM] | -2.9% | 5.4% | -7.0% | 0.0% | -7.9% | 0.4 | -7.5%
16: COc1cccc(NC(=O)Cc2c(O)c3ccccc3[nH]c2=O)c1
 : 1.7% | 3.9% | 2.4% | 5.9% | -11.1% | -0.9% | -1.4% | -6.6 | -4.9%
17: CC(=O)CSc1nnc(-c2ccc(S(=O)(=O)N3CCCC3)cc2)n1C
 : 58.0%[activator] | 5.9% | -4.1% | ? | 0.0% | -0.1% | -4.8% | -4.4 | -8.9%
18: Clc1ccccc1OCc1nc(-c2ccncc2)no1
 : -3.5% | -2.2% | -1.0% | -9.4% | -10.5% | 10.8% | -3.7% | -3.6 | -14.6%
19: Cc1cccc(N2CCN(Cc3ccc(Br)o3)CC2)c1C
 : 10.3% | -6.4% | 0.6% | 8.5% | -7.4% | 18.8% | -6.0% | -4.8 | -3.9%
20: NC(=S)NNc1ccnc2cc(Cl)ccc12
 : -3.8% | -0.5% | -8.5% | 70.7%[activator] | -13.3% | 1.1% | -2.6% | -9.0 | -4.1%
21: O=C1CC(C(=O)Nc2ccc(Cl)cc2[N+](=O)[O-])C2(CCCCC2)O1 (configuration not stated)
 : -1.1% | -19.6% | -2.1% | 32.1%[activator] | -18.3% | 13.4% | -3.3% | -3.6 | -0.1%
22: CCOC(=O)Cc1csc(NC(=O)C(C)(C)C)n1
 : 0.7% | 4.5% | 7.8% | 4.4% | -1.6% | -8.9% | -1.7% | -1.1 | -4.6%
23: Cc1ccc(/C=C2\SC(=S)N(CCCC(=O)Nc3ccccn3)C2=O)cc1
 : -0.4% | -6.9% | -14.1% | 19.8% | -9.9% | 18.0% | -5.8% | -7.8 | -13.2%
24: Cc1cc(C)nc(SCc2nnc(SCC(=O)NCc3ccco3)n2-c2ccccc2)n1
 : 3.8% | -21.0% | -3.5% | ? | -13.1% | -13.9% | -8.0% | 14.1 | ?
25: FC(F)(F)c1nc(-c2ccccc2)ncc1-c1nnnn1-c1ccccc1
 : -3.9% | -10.0% | -8.2% | 36.8%[activator] | -14.3% | 6.6% | -6.8% | -7.8 | -8.1%
26: O=c1[nH]c(CSc2ccccn2)nc2ccccc12
 : 15.8% | -1.6% | -4.8% | 39.7%[activator] | -9.5% | 35.9% | -6.6% | -1.5 | -3.8%
27: Cc1cccc(Nc2ncnc3onc(-c4ccc(F)cc4)c23)c1C
 : 1.2% | -7.4% | -4.0% | 5.0% | -23.4% | 14.2% | 0.4% | 2.3 | -4.7%
28: O=[N+]([O-])c1cccnc1Sc1ccc(F)cc1
 : nt | 0.6% | -2.1% | 20.1% | nt | nt | nt | 4.4 | -17.8%
29: Cc1nc(N2CCC(C)CC2)c2c(C)c(C(=O)O)sc2n1
 : 3.1% | -19.5% | 0.1% | ? | 8.3% | -22.5% | 8.0% | -1.0 | 5.6%
30: CCOC(=O)c1c(NC(=O)C2C3C=CC(C3)C2C(=O)O)sc2c1CCCC2 (configuration not stated)
 : 4.4% | 3.8% | -2.2% | 28.0% | -17.5% | ? | 2.5% | -3.3 | -13.5%
31: CN(C)C=NC(=O)c1cccn1-c1ncc(C(F)(F)F)cc1Cl
 : 0.2% | -4.9% | -0.6% | -17.3% | ? | 42.0% | -3.3% | -0.2 | -8.1%
32: CC(C)C[C@H](NC(=O)OC(C)(C)C)C(=O)N1CCC(C(=O)O)CC1
 : -0.1% | -6.1% | 1.0% | 8.7% | -10.6% | -1.9% | -0.1% | -5.9 | -12.9%
33: COC(=O)c1ccccc1NC(=O)NC1CC1
 : 1.4% | -17.6% | -3.4% | -9.5% | -8.4% | -15.1% | -1.6% | -5.2 | -19.0%
34: COc1cc(-c2cc(C(=O)Nc3ccccc3N3CCOCC3)c3ccccc3n2)cc(OC)c1OC
 : -5.5% | 2.5% | -4.1% | 65.2%[activator] | -2.3% | -0.8% | -4.8% | 3.1 | -22.0%
35: CC1CCCCN1C(=O)c1cc2nc(-c3ccccc3)cc(-c3ccccc3)n2n1 (configuration not stated)
 : 2.7% | -2.4% | -5.3% | ? | -4.0% | 4.5% | -10.9% | 2.4 | -16.2%
36: COc1ccc(NC(=O)N2CC3(CCN(C(=O)c4csnn4)CC3)C2)cc1
 : 14.6% | 6.7%[60.1 µM] | -2.2% | nt | nt | nt | -0.1% | nt | nt
37: O=C(CCCc1ccccc1)N1CCN(c2ccc([N+](=O)[O-])cc2)CC1
 : 1.2% | -3.0% | 1.3% | -2.5% | -21.7% | -2.7% | -3.0% | -0.6 | -10.6%
38: COc1cccc2cc(C(=O)NCCc3ccccc3)oc12
 : 2.5% | -1.4% | 6.0% | -10.9% | ? | -0.3% | 60.8%[activator] | 0.3 | -14.6%
39: C/C(=N\Nc1ccc([N+](=O)[O-])cc1[N+](=O)[O-])c1cccnc1
 : -12.6% | -0.7% | -5.5% | ? | -11.9% | 57.9% | -4.9% | -0.4 | -2.1%
40: COC(=O)c1ccc(C)c(NC(=O)c2ccc(Cn3cc([N+](=O)[O-])cn3)o2)c1
 : 2.3% | -5.4% | -2.9% | 6.1% | -3.8% | 2.6% | 0.1% | -4.4 | -16.7%
41: O=C(Oc1ccc(-c2nnco2)cc1)C1CCN(C(=O)c2ccc(F)cc2)CC1
 : 13.3% | -12.0% | -2.9% | 44.4%[activator] | -4.7% | -23.0% | -1.8% | -5.3 | -3.9%
42: CCn1c(-c2ccc(C(C)(C)C)cc2)n[nH]c1=S
 : -1.4% | -8.3% | -1.0% | 5.4% | 2.3% | -8.3% | -3.3% | -6.0 | -3.5%
43: COc1ccc(/C=C\C(=O)NCc2ccc3c(c2)cc(C)n3C)cc1OC
 : 11.6% | -16.7% | 1.0% | -6.8% | -11.2% | -2.5% | ? | -7.0 | -5.8%
44: COc1cc2c(cc1NC(=O)Nc1cccc(C)c1)oc1ccccc12
 : -1.5% | 0.1% | -6.5% | ? | -4.4% | -7.8% | -1.2% | -5.8 | -12.8%

These rows are one share of the data; count on the stated rates, not on these rows.
